# GalR3 antagonist: GalR3 antagonists in HEK293 cells, primary screen, cell-based, fluorescence readout. Galanin receptor type 3 (Homo sapiens), O60755. actives 0.44% (n = 360,000). inhibition, % at 3 µM. HEK293 GalR3-CNG cAMP membrane potential fluorescence; galR3 body fused to GalR1 C-terminus;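 active means inhibition above the screen-wide average plus 3 SD, cut at about 13% in these data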;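 further: forskolin and galanin both at EC90 stimulate the cells; cAMP rise reported by CNG channel membrane potential dye signal; 0% = forskolin plus galanin with DMSO and 100% = forskolin alone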
# Target sequence (O60755 1-299 limits assumed): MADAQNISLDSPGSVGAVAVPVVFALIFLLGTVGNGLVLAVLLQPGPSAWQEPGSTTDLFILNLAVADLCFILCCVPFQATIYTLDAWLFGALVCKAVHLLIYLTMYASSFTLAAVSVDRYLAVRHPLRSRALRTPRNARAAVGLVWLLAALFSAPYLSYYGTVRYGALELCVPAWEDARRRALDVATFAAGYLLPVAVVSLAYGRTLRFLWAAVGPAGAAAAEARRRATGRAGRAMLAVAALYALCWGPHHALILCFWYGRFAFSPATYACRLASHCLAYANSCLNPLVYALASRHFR
# OXTR agonist: human OXTR agonists, primary screen, fluorescence, CHO-OTR cells, Fluo-8 calcium; Oxytocin receptor (Homo sapiens), P30559; Fluo-8 calcium fluorescence; normalized: DMSO 0%, oxytocin 100%; activation, % at 3 µM; actives 0.32% (n = 320,000);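 active means activation above the mean of all tested compounds plus 3 SD, cutoff set per screening run, cut at about 20% in these data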;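 further: peak over basal fluorescence ratio from a 100 s FLIPR kinetic read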
# Target sequence (P30559 whole entry, looked up): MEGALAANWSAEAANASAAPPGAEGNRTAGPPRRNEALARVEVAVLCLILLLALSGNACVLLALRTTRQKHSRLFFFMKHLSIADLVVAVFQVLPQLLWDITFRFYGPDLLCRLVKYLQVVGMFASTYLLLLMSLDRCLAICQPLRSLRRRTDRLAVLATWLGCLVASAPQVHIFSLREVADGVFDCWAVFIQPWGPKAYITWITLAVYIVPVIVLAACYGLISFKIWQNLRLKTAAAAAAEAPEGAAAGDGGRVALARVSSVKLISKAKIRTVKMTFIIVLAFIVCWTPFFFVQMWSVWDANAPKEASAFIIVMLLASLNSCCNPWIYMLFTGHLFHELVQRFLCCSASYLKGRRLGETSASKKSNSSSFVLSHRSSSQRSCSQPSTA
# V1aR counter: agonists of human V1a receptor, primary screen, counter-screen for OXTR agonist project, fluorescence, CHO-V1R cells; Vasopressin V1a receptor (Homo sapiens), P37288; Fluo-8 calcium fluorescence, agonist mode; 0% DMSO, 100% 3 nM vasopressin; activation, % at 3 µM; actives 0.25% (n = 320,000);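 active means activation above the mean activation of all tested compounds plus 3 SD, per screening run, cut at about 20% in these data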;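 further: signal is peak over basal fluorescence ratio across a 100 second FLIPR read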
# Numbers without * were called inactive; & = joins results of further samples. An excerpt (hit frequency here may not be typical).
SMILES,GalR3 antagonist,OXTR agonist,V1aR counter
O=C(/C=C/c1ccc(S(=O)(=O)N2CCOCC2)cc1)NCCc1ccc(C(F)(F)F)cc1,-3,10,7.7
CCCCn1c(N)c(N(CCC(C)C)C(=O)c2ccc([N+](=O)[O-])s2)c(=O)[nH]c1=O,-5,-1.6,0.3
COCc1c(C(=O)N2CCN(c3ccccc3C)CC2)oc2ccccc12,-7,-0.8,-0.9
O=Cc1cccc2ccc3cccc(C(=O)O)c3c12,-1,-0.4,1.7
N#Cc1ccc(CN2CCN(C(=O)c3cc(Cl)c4c(c3)OCCO4)CC2)cc1,-6,-2.0,-0.7
NC1=NC(c2ccc([N+](=O)[O-])cc2)N(c2ccc(F)cc2)C(N)=N1 (stereo not drawn),-3,-0.1,0.5
CCOc1c(C)cnc2c1c(=O)n(CC(=O)NCC1CCCO1)c(=O)n2C (stereo not drawn),-2,-0.7,0.9
COCCN(C(=O)c1sc2ccccc2c1Cl)c1c(N)n(CC(C)C)c(=O)[nH]c1=O,-1,-1.1,-0.8
O=[N+]([O-])c1ccccc1CN1CCN(S(=O)(=O)c2ccccc2)CC1,-7,0.4,-1.5
O=C(c1ccc(Br)o1)N1CCC(c2nc3ccccc3[nH]2)CC1,-4,-1.8,-1.3
CCOc1ccc(C(=O)NC2CCCCCCC2)cc1,-3,-2.1,-2.0
CSCCC(NS(=O)(=O)c1ccc2c(c1)OCCO2)C(=O)N(C)Cc1ccc(F)cc1 (stereo not drawn),0,-0.8,2.5
CC1CCCN(C(=O)c2cccc(S(=O)(=O)N3CCCc4ccccc43)c2)C1 (stereo not drawn),-2,-1.4,-0.2
Cc1cc(Br)ccc1NC(=O)CN(C)C(=O)C1CCN(C(=O)c2ccc(F)cc2)CC1,-1,-2.6,-0.9
CCN(C(=O)COC(=O)CSc1cc(C)c2ccccc2n1)c1ccccc1,-6,-1.9,-0.8
CN(c1ccccc1)S(=O)(=O)c1ccc(Cl)c(C(=O)NCc2ccccc2CN2CCCC2)c1,-9,-0.5,-0.3
Cc1ccc(NS(=O)(=O)c2cccc(C(=O)NCCCN3CCCC3=O)c2)cc1,-2,-0.6,-0.7
Cc1ccc(S(=O)(=O)Nc2cccc3c2O[C@@H](CN(C)C(=O)Nc2ccc4c(c2)OCO4)[C@H](C)CN([C@@H](C)CO)C3=O)cc1,-2,0.5,0.8
N#CC1(NC(=O)COC(=O)CSc2ccc(F)cc2)CCCCC1,-5,0.9,-0.2
C=C[C@]1(C)C[C@@H](OC(=O)CSCCN(CC)CC)[C@]2(C)C(C)CC[C@]3(CCC(=O)[C@H]32)[C@@H](C)[C@@H]1O (stereo partly drawn),-1&-1,-0.4&1.9,1.6&1.9
CN(CC(=O)Nc1ccccc1Cl)C(=O)c1ccc(COc2ccccc2)cc1,-3,0.9,1.3
C=CC[C@@H](CC(=O)NCCO)C(=O)N[C@@H](COC(=O)[C@@H](CC=C)Cc1ccc(F)cc1)Cc1c[nH]c2ccccc12,-7,-0.2,0.7
Nc1nc(SCC(=O)Nc2cccc(F)c2)n[nH]1,-6,2.3,1.3
CC(NC(=O)CCNC(=O)c1ccc(C(C)(C)C)cc1)c1ccccc1 (stereo not drawn),-4,0.7,1.4
O=C(Cc1cccs1)NCCS(=O)(=O)N1CCN(c2cccc(Cl)c2)CC1,-2,1.6,1.6

# Further entries:
SMILES,GalR3 antagonist,OXTR agonist,V1aR counter
Cc1cccc(NC(=O)C2CCN(S(=O)(=O)c3ccc4c(c3)OCCO4)CC2)n1,-3,1.0,1.3
CN(CC(=O)Nc1ccccc1Cl)C(=O)COC(=O)c1cc([N+](=O)[O-])ccc1N1CCOCC1,0,-1.8,-0.6
C=C[C@@H]1c2c(F)cccc2N(S(=O)(=O)c2ccc(C)cc2)[C@H](c2ccc(C(=O)OC)cc2)C1(C#N)C#N,-3,1.3,0.4
O=C(CCCN1C(=O)NC2(CCCC2)C1=O)Nc1ccc(F)cc1,-8,-0.1,-0.1
O=C(COC(=O)/C=C/c1cccc(F)c1)NC1CCCC1,-4,2.6,0.2
Cc1ccc([C@@H]2CC=C(C(=O)O)CN2S(=O)(=O)c2ccccc2C)cc1,-3,0.5,0.7
CC(C)c1ccccc1,-1,0.2,0.2
CC(=O)Nc1c(O)c2cccc3c2n(c1=O)CCC3,-2,-0.9,0.6
O=C(CN1C(=O)C2(OCCO2)c2cc(Br)ccc21)NO,-3,-0.7,0.2
Cc1ccc(-n2nc3c(c2NC(=O)c2ccco2)CS(=O)C3)c(C)c1 (stereo not drawn),-2,-0.3,-0.4
CC(=O)N1CCN(c2ccc(NCc3ccc(-c4ccc(Br)cc4)o3)cc2)CC1,1,13,11
Cc1cc(C(=O)COc2ccccc2C#N)c(C)n1C1CC1,-1,-1.8,-0.4
CC(=O)c1ccc(OCCCC(=O)OCC(=O)Nc2ccc3[nH]c(=O)[nH]c3c2)cc1,2,-0.1,0.5
CC(C)n1ncc2c(C(=O)N3CCN(c4ccccc4)CC3)cc(-c3ccccc3)nc21,-6,0.1,1.2
Cc1ccsc1C(=O)NNC(=O)c1csc(N2CCOCC2)n1,-3,0.3,0.8
CN(C)c1ccc(-c2cc(O)c3ncccc3c2)cc1,-5,1.1,1.9
CCC/C(=N/NC(=O)c1nnn(-c2nonc2N)c1CN1CCCCC1)c1ccccc1,-2,-0.7,0.0
C=CC[C@@H](CC(=O)N(CCO)Cc1ccccc1)C(=O)N[C@H](COC(=O)[C@@H](CC=C)CC(=O)OC(C)(C)C)Cc1ccccc1,-9,0.1,-1.1
COC(=O)c1ccc(NC(=O)COC(=O)CCC2CCCC2)cc1,-3,-0.1,1.1
Nc1sc2c(c1C(=O)NC1CC1)CCCC2,-3,0.0,0.9
CCOC(=O)N1CCN(C(=O)c2cccc(S(=O)(=O)Nc3ccc(Br)cc3)c2)CC1,0,0.0,0.3
COc1ccc(CC(=O)N(C)CC(=O)Nc2ccccc2Cl)cc1S(=O)(=O)N1CCOCC1,-1,0.0,0.4
CCC1(c2ccccc2)NC(=O)N(CC(=O)N(C)CC(=O)Nc2ccc(F)c(F)c2F)C1=O (stereo not drawn),-3,-0.7,-1.0
CC(CNC1CCCCC1)OC(=O)c1ccccc1 (stereo not drawn),-3,0.3,0.0
COc1ccc(CC(=O)Nc2cc(C)ccn2)cc1OC,-8,0.0,1.6

# An excerpt from above, showing only OXTR agonist and GalR3 antagonist:
Molecule	OXTR agonist	GalR3 antagonist
Cc1ccc(-n2nc3c(c2NC(=O)c2ccco2)CS(=O)C3)c(C)c1 (stereo not drawn)	-0.3	-2
CC(=O)N1CCN(c2ccc(NCc3ccc(-c4ccc(Br)cc4)o3)cc2)CC1	13	1
Cc1cc(C(=O)COc2ccccc2C#N)c(C)n1C1CC1	-1.8	-1
CC(=O)c1ccc(OCCCC(=O)OCC(=O)Nc2ccc3[nH]c(=O)[nH]c3c2)cc1	-0.1	2

# Four entries out of the list, arranged by molar mass, falling:
SMILES,GalR3 antagonist,OXTR agonist,V1aR counter
C=C[C@@H]1c2c(F)cccc2N(S(=O)(=O)c2ccc(C)cc2)[C@H](c2ccc(C(=O)OC)cc2)C1(C#N)C#N,-3,1.3,0.4
Cc1ccsc1C(=O)NNC(=O)c1csc(N2CCOCC2)n1,-3,0.3,0.8
COC(=O)c1ccc(NC(=O)COC(=O)CCC2CCCC2)cc1,-3,-0.1,1.1
CC(C)c1ccccc1,-1,0.2,0.2

# New compounds follow:
SMILES,GalR3 antagonist,OXTR agonist,V1aR counter
NCCCCC(=O)O,-4,1.5,0.9
COc1ccc(C(=O)NCC2COc3ccccc3O2)cc1S(=O)(=O)N1CCOCC1 (stereo not drawn),-4,0.6,1.7
NC(=O)c1nn(CC(=O)Nc2cccc(S(=O)(=O)N3CCCCCC3)c2)c(=O)c2ccccc12,-4,-0.4,1.7
O=C(CCNC(=O)c1ccc([N+](=O)[O-])cc1)NNC(=O)c1ccccc1F,-3,-1.2,-0.6
O=C(/C=C/c1ccc(Cl)cc1)OCC(=O)c1ccc[nH]1,-5,0.9,0.9
O=C(CNc1cccc([N+](=O)[O-])c1)NC(=O)NC1CCCCC1,-7,1.1,0.9
O=C(COC(=O)c1cc(=O)[nH]c2ccccc12)NC1CCCCC1,-5,1.1,-0.4
Cc1c(NC(=O)C(C)Oc2ccc(Br)cc2Cl)c(=O)n(-c2ccccc2)n1C (stereo not drawn),-2,-2.1,-1.3
Cc1cc(C)n2nc(SCC(=O)Nc3ccc(F)cc3[N+](=O)[O-])nc2n1,3,-0.5,0.4
Cc1ccc(S(=O)(=O)N(Cc2cccc(Cl)c2)C(=O)N2CCN(C)CC2)cc1,0,-1.3,-1.2
COc1cc2sc(-c3ccc(S(C)(=O)=O)cc3)c(-c3ccc4c(c3)OCO4)c2cc1OC,0,1.1,1.2
C[C@H](CO)N1C[C@H](C)[C@@H](CN(C)Cc2ccc(C(=O)O)cc2)Oc2c(NS(=O)(=O)c3ccccc3)cccc2C1=O,-4,2.4,1.0
N#Cc1ccc(-n2nnc3ccccc3c2=O)c([N+](=O)[O-])c1,-6,-0.4,1.3
C=CCn1c(=S)[nH]c2cc(C(=O)N3CCN(c4ccccc4OC)CC3)ccc2c1=O,-5,1.9,2.3
Cc1ccc(Sc2ccc(S(=O)(=O)Nc3ccc(CC(=O)O)cc3)cc2)cc1C,-8,0.3,0.5
COc1cccc(-c2cc(C(=O)NC3CCCC3)c3ccccc3n2)c1,5,-2.0,-1.9
CCOc1ncccc1C(=O)NCC(c1ccco1)N1CCCCC1 (stereo not drawn),-7,-1.4,-0.1
O=C(COC(=O)Cc1ccc(F)cc1)Nc1ccc2[nH]c(=O)[nH]c2c1,-5,-0.4,-0.2
Cc1ccc(C2(C)NC(=O)N(CC(=O)Nc3ccccc3C(=O)N3CCCCC3)C2=O)cc1 (stereo not drawn),0,1.8,1.1
CCCc1cc(=O)[nH]c(SCC(=O)Nc2cc(S(=O)(=O)N3CCOCC3)ccc2Cl)n1,1,-0.2,1.1
Cc1noc(C)c1NC(=O)Nc1cccc2c1O[C@@H](CN(C)C)[C@@H](C)CN([C@H](C)CO)C2=O,-4,1.4,-0.7
OCC[C@H]1C[C@H](O)[C@@H](O)[C@]2(Cc3ccccc3O2)O1,0,1.8,1.5
CC(Oc1cccc(Cl)c1)C(=O)N(C)CC(=O)Nc1ccc(N2CCOCC2)cc1 (stereo not drawn),-2,0.6,0.3
Cc1cccc(Nc2ccc(S(=O)(=O)N3CCOCC3)cc2[N+](=O)[O-])c1,1,-2.0,-0.6
O=C(N/N=C/c1ccc(OC(=O)c2ccco2)cc1)c1ccc[n+]([O-])c1,6,0.3,-0.9

# Next structures.
SMILES,GalR3 antagonist,OXTR agonist,V1aR counter
Cc1ccc(CNC(=O)CN2C(=O)NC3(CC(C)CC(C)(C)C3)C2=O)cc1 (stereo not drawn),-5,-2.0,-1.5
CCCCNc1c(-c2cccc(Sc3ccc(OC)cc3)c2)nc2ccccn12,-2,-0.8,0.0
O=C(CSc1ccccc1F)NCCCN1CCCC1=O,-4,-1.1,-1.0
CCc1cccc(C)c1NC(=O)COC(=O)c1cc([N+](=O)[O-])ccc1N1CCOCC1,-6,-1.0,-0.8
CCOc1ccc(C(=O)NCC(=O)Nc2ccncc2)cc1OCC,-3,0.4,-0.1
CCCCOc1ccc(C(=O)NCC(=O)NCC(c2ccc(OC)cc2)N2CCCC2)cc1 (stereo not drawn),-3,0.1,0.8
C#CCOCCOCCOCCNc1nc(N2CCN(C(=O)C([C@@H](C)O)n3cc([C@@H](N)CCCCN)nn3)CC2)nc(N2CCN(C(=O)[C@H](CCCCN)n3cc([C@@H](N)[C@H](C)CC)nn3)CC2)n1 (stereo partly drawn),-5,1.5,1.0
COC(=O)[C@]1(CC(C)C)N[C@H](c2ccc(-c3ccc(F)cc3)cc2)[C@@H]2C(=O)N(C)C(=O)[C@@H]21,-5,-0.3,0.1
O=C(NN1C(=O)NC2(CCCCC2)C1=O)c1cc2ccccc2o1,1,0.7,0.9
CC(=O)c1nn(-c2ccccc2)cc1C(=O)c1ccc(C)cc1,0,-3.0,-0.7
OCC[C@H]1C[C@@H](O)[C@H](O)[C@@]2(Cc3ccccc3CCO2)O1,-3,0.7,0.8
O=C(COC(=O)/C=C/c1cccc(Br)c1)NCCc1ccccc1,0,-1.1,1.4
COc1ccc(C(=O)COC(=O)c2cc([N+](=O)[O-])ccc2N2CCOCC2)c(OC)c1,1,-2.2,-0.7
CCOc1ncccc1C(=O)Nc1ccc(S(=O)(=O)Nc2nc(C)cc(C)n2)cc1,-6,0.4,0.4
Brc1cc2ccccc2[n+](Cc2ccccc2)c1,1,0.1,0.4
Cc1cc(N)ccc1-n1nc2ccccc2n1,-1,-1.1,0.2
CN(C)CCCNC(=O)CC1C[C@H](C(=O)N2CCCCC2)[C@@]2(CCc3ccccc3)c3[nH]c4ccccc4c3CCN2C1=O (stereo partly drawn),-3,-0.5,0.7
COc1ccc(Cl)cc1NC(=O)Cn1c(C)csc1=O,-4,0.7,-0.8
O=C(CCNC(=O)c1ccc(Br)cc1)Nc1ccccc1N1CCOCC1,1,-0.8,-0.8
O=C(COC(=O)CCC(=O)c1cccs1)Nc1ccc(F)c(F)c1F,-4,1.2,0.9
COc1ccc(S(=O)(=O)N2CCCCCC2)cc1C(=O)NCc1cccs1,-4,-1.1,1.6

# Screens deposited in PubChem by The Scripps Research Institute Molecular Screening Center.
